Source: PubChem (several laboratories)
NPR2 activator = GC-B (human) receptor activation | P20594 | HEK293-GC-B cells, CNP EC30, cGMP TR-FRET; 0% at EC30 CNP, 100% saturating CNP | activation, % at 10 µM | 0.11% of 370,000 active | AID 1920062;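 active = activation at 10 µM reaching about 35% in either raw or pattern-adjusted values, limit read from the data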
NPR1 activator = GC-A (human) enzyme activation; HEK293 GC-A cells, cGMP TR-FRET, EC30 ANP; 0% at EC30 ANP, 100% saturating ANP; AID 1671463; activation, % at 10 µM; P16066; 0.14% of 370,000 active; in the data active = activation above about 40%
hgDAF-12 ag = hgDAF-12 agonism, primary luciferase screen; HEK293 GAL4-hgDAF12 UAS-luciferase reporter, agonist luminescence; normalized to butyrate control; activation, % at 6.8 µM; 1.8% of 370,000 active; AID 687014;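 active = activation above a cutoff set at the mean of all screened compounds plus 3 SD, cut at about 10% in these data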;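 note: 0% = DMSO wells and 100% = sodium butyrate wells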
ssDAF-12 act = S. stercoralis DAF-12 activation, primary screen | HEK293 ssDAF-12/GRIP1 lit1-tk-luc reporter, luminescence; % of 3 µM dafachronic acid response | activation, % at 6.8 µM | 1% of 370,000 active | AID 652126;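 active = activation above the mean over all tested compounds plus 3 SD, cut at about 0.9% in these data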;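 note: 0% = DMSO-only wells and 100% = 3 µM delta7-dafachronic acid wells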
SMARCA2 act = activators of SMARCA2 function; MG213 cells, MMTV-luciferase reporter, dexamethasone, overnight; activation, % at 9.1 µM; 1% of 370,000 active; AID 652017; in the data active = activation above about 7.8%;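 note: 0% = vehicle wells and 100% = reference activator wells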
DAX1 inh-1 = inhibitors of human orphan nuclear receptor DAX1 (NR0B1) | HEK293 Gal4-DAX1 luciferase reporter, luminescence | inhibition, % at 6.75 µM | P51843 | 0.99% of 340,000 active | AID 504766;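 active = inhibition above the mean over all tested compounds plus 3 SD, cut at about 4.2% in these data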;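 note: 0% = DAX1-transfected cells with DMSO and 100% = empty-vector control cells with DMSO; inhibition shows as a rise in luminescence from relieved DAX1 repression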
Target sequence (P51843 207-470 limits assumed): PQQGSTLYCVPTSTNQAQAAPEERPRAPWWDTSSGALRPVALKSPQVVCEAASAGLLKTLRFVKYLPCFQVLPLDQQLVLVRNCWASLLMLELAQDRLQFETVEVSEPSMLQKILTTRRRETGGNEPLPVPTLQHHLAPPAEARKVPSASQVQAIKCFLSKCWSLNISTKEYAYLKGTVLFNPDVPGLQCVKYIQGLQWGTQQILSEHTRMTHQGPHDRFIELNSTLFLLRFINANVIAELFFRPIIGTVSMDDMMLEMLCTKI
hcDAF-12 act = activators of H. contortus DAF-12 nuclear receptor | 1.4% of 370,000 active | HEK293 hcDAF-12 lit1-tk-luc reporter, luminescence; 0% DMSO, 100% Δ7-dafachronic acid | activation, % at 6.8 µM;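 active = activation above the mean of all tested compounds plus 3 SD, cut at about 5.5% in these data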;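 note: 100% = response to 3 µM Δ7-dafachronic acid high control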
HGIII-sPLA2 inh = Blocks human group III sPLA2 activity | Q9NZ20 | QFRET BODIPY PC-A2 liposome hydrolysis, fluorescence | inhibition, % at 12.2 µM | 0.56% of 370,000 active | AID 743126;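 active = inhibition above mean plus 3 SD of compounds lying within the high and low control bounds, cut at about 19% in these data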;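 note: 0% = median of test compound wells and 100% = no enzyme DMSO wells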
ADAM10 inh = ADAM10 inhibition, QFRET primary screen; recombinant ADAM10, EDANS/DABCYL FRET peptide cleavage, 3 h; inhibition, % at 7 µM; 0.62% of 370,000 active; AID 720582;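 active = inhibition above a per-campaign cutoff equal to the mean of compounds falling between control-based bounds plus 3 SD, cut at about 20% in these data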;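 note: 0% = DMSO wells while the 100% control is not disclosed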
Target sequence (O14672 214-748 limits assumed): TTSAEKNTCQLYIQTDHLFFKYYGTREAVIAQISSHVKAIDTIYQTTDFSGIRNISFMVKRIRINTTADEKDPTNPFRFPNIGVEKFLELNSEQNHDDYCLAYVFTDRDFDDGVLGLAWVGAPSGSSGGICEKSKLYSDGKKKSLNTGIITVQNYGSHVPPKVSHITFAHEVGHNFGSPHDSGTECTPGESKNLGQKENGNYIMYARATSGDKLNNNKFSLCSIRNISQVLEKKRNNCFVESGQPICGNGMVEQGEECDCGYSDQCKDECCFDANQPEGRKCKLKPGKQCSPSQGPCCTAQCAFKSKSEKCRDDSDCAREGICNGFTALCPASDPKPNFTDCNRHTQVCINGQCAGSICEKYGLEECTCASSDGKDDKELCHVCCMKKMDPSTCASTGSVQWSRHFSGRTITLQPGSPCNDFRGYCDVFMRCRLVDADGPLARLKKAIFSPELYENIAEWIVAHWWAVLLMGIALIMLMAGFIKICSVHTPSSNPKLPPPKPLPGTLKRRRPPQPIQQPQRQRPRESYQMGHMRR
DAX1 inh-2 = inhibitors of DAX1 repression of SF-1 activated StAR promoter | inhibition, % at 6.8 µM | AID 652010 | 1.1% of 370,000 active | HEK293T StAR-luciferase reporter, SF-1/DAX-1 repression relief;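 active = inhibition above the mean over all tested compounds plus 3 SD, cut at about 3.6% in these data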;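 note: 0% = DAX-1 cells with DMSO and 100% = cells lacking DAX-1 with DMSO; higher inhibition means more luminescence from relief of DAX-1 repression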
FXN GAA850 act = frataxin GAA850 promoter activation | HEK293 lucGAA850 FXN promoter luciferase reporter, 24 h; percent of 10 µM SAHA response | activation, % at 6 µM | 0.56% of 360,000 active | AID 540364;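 active = activation above the average of all compounds screened plus 3 SD, cutoff fixed separately per campaign, cut at about 7.5% in these data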;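 note: 0% = DMSO wells and 100% = 10 µM SAHA wells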
An asterisk follows results filed as active; i = inactive; . = not tested or not shown. Compounds as they come (roughly 6.6% active in at least one column).

SMILES	NPR2 activator	NPR1 activator	hgDAF-12 ag	ssDAF-12 act	SMARCA2 act	DAX1 inh-1	hcDAF-12 act	HGIII-sPLA2 inh	ADAM10 inh	DAX1 inh-2	FXN GAA850 act
CCCN(CCC)CCN1C(=O)C2C(C(=O)Nc3cccc(SC)c3)C3C=CC2(O3)C1C(=O)NC1CCCCC1 (stereo not given)	3	-1	-1.9	-0.7	2	1.2	0.4	-5	-1	0.3	-3.1
O=C(NCCN1CCOCC1)NC1(C(F)(F)F)Oc2ccccc2O1	0	3	2.8	-0.6	-2	-0.3	-1.7	7	-12	0.1	1.4
COc1cc(NS(C)(=O)=O)c(OC)cc1NC(=O)c1ccccc1	6	0	0.8	0.1	2	-0.1	0.0	0	4	-0.5	1.2
CC1CC(CCC(=O)NC(=S)Nc2ccc(Cl)cn2)C(=O)O1 (stereo not given)	-7	6	3.1	-1.0	1	1.2	-0.8	-1	-5	-0.2	4.6
O=S(=O)(Nc1cc(C(F)(F)F)ccc1N1CCOCC1)c1ccc2ccccc2c1	-10	-20	-3.5	-1.8	-5	-0.3	-3.0	-20	24*	0.5	0.5
COc1cccc(/C=N/NC(=O)c2nnn(-c3nonc3N)c2-c2cccs2)c1	-3	2	2.2	-0.6	1	-0.5	-1.9	-16	4	0.2	0.8
OCc1ccccc1-c1nc(NCC2CC2)nc2ccsc12	-2	0	-2.1	-1.1	-4	.	-0.3	-7	i	-0.3	0.5
COc1ccc(N(CC(=O)NCCSC(C)(C)C)S(C)(=O)=O)c(OC)c1	0	-1	1.1	-1.7	3	0.4	0.6	-2	3	0.2	-0.1
Cc1c(Cl)cccc1NC(=O)COC(=O)CN1C(=O)NC(C)(C)C1=O	0	2	4.6	-0.8	-4	0.0	-0.5	9	-2	0.8	0.4
O=C(NCC1CC1)C1Cc2c(-c3ccccc3Oc3ccccc3)ccnc2O1 (stereo not given)	-7	-9	-1.1	-1.1	0	.	-0.6	1	-2	0.1	-3.3
O=C(CCN1CCCCC1)c1ccc2c(c1)OCO2	-8	8	-1.1	-1.2	1	1.1	0.0	-3	3	0.2	-2.7
COc1ccc(CN2C[C@@H](CO)O[C@@H](n3cnc4c(NCc5ccc(F)cc5)ncnc43)C2)cc1	1	-5	-2.4	-0.8	-2	.	-1.4	-11	-1	0.6	-0.8
CC1(C(=O)Nc2ccc3ccccc3c2)CCC(=O)N1C1CC1 (stereo not given)	-2	3	-1.9	-0.8	-3	.	-0.9	8	-50	-0.8	.
CC(C)CNC(=S)N(CCO)Cc1cc2cc3c(cc2[nH]c1=O)OCO3	2	5	-2.0	-1.3	-3	0.2	-2.3	13	-266	0.0	1.9
C(=C\c1nccc2c1[nH]c1ccccc12)/c1ccccc1	4	-1	6.6	-0.8	6	1.6	4.6	-34	-300	0.8	0.4
Cc1ccc2oc(/N=C(\N)NC(=O)C3CC3)nc2c1	-12	-1	9.9	0.4	1	-5.8	6.6*	-5	1	-0.3	-4.0
Cc1ccc(S(=O)(=O)N2CCN(C(=O)c3ccccc3OCc3c(C)noc3C)CC2)cc1C	-2	-6	1.0	-1.5	0	2.2	1.1	2	-6	1.1	0.6
CCOc1ccc(C2/C(=C(\O)c3cccc(OC)c3)C(=O)C(=O)N2c2ccccn2)cc1OC (stereo not given)	-3	-1	-0.9	-0.9	-1	-1.9	0.0	-4	8	0.0	-0.6
CC(OC(=O)c1ccncc1)C(=O)Nc1ccc([N+](=O)[O-])cc1Cl (stereo not given)	-9	-4	0.2	-1.6	2	2.3	-0.4	2	2	0.2	2.7
NC(=O)c1ccc[n+](CC(=O)c2ccc(Cl)c(Cl)c2)c1	3	8	-0.1	-0.8	0	0.0	3.4	-1	-17	-0.4	0.2
O=C(N[C@H](CO)[C@H](O)c1ccc([N+](=O)[O-])cc1)C(Cl)Cl	-2	-2	-4.7	-0.8	2	1.2	-2.2	6	-2	-0.3	-0.9
CCC(C)(C)NC(=O)C(NS(=O)(=O)c1cccs1)c1ccccc1 (stereo not given)	8	3	3.0	-0.8	1	-1.0	0.3	-3	-1	0.4	10*
CCOC(=O)C(NC(=O)c1ccccc1)(OCc1ccccc1)C(F)(F)F (stereo not given)	-4	-2	1.5	-1.0	-2	1.2	-1.4	-1	-2	0.4	0.5
CCCCn1c(N)c(N(CC)C(=O)c2ccc(N(C)S(=O)(=O)c3ccc(C)cc3)cc2)c(=O)[nH]c1=O	5	3	4.1	-1.3	0	2.9	0.1	-2	4	3.0	1.4
COc1ccc(CNC(=O)CSc2nnnn2C)cc1OC	0	1	-0.9	-1.8	8.5*	0.0	0.1	2	7	0.2	1.1
Next section:
SMILES	NPR2 activator	NPR1 activator	hgDAF-12 ag	ssDAF-12 act	SMARCA2 act	DAX1 inh-1	hcDAF-12 act	HGIII-sPLA2 inh	ADAM10 inh	DAX1 inh-2	FXN GAA850 act
CCOC(=O)N1CCN(C(=O)COc2ccc(Br)cc2Cl)CC1	-4	4	-1.4	-0.8	-4	1.5	-1.1	1	-4	-0.1	-0.6
COc1ccc(-n2nc(C(=O)Nc3cc(OC)c(OC)c(OC)c3)c3ccccc3c2=O)c(OC)c1	8	2	-0.9	-1.5	0	-0.8	1.5	-1	-1	-0.5	-1.6
C=CCc1c(C)nn(CC(=O)O)c1-c1ccccc1	5	-2	1.8	-0.8	0	-0.2	0.1	1	7	0.8	1.1
CCc1nnc(NC(=O)CCN2C(=O)CCC2=O)s1	1	3	0.3	-1.3	2	-1.7	-1.8	11	-3	1.1	0.6
O=C(NC1CCCCC1)C1CCC(=O)N(Cc2cccc(C(F)(F)F)c2)C1 (stereo not given)	-4	4	0.0	-1.6	0	-0.4	-1.2	6	-14	-1.5	-1.4
CCc1nc2ccc(C)cc2c(C(=O)NC2CCCCC2C)c1C (stereo not given)	3	-1	5.3	-0.6	-4	0.6	1.4	4	-3	0.4	-1.7
O=c1[nH]ncc2c3ccccc3n(Cc3ccccc3)c12	7	4	-1.1	-1.7	-6	-0.6	-3.2	3	-27	0.3	2.2
CCCCN(CCCNC(=O)Cn1nc(CC)n2c(cc3sc(C)cc32)c1=O)Cc1ccccc1	-4	-7	5.3	-0.6	-1	1.2	0.1	-10	1	1.6	-0.6
C/C(=N\NC(=O)Cc1ccc(O)cc1)c1cccnc1	1	-1	-1.5	-0.8	7	0.8	0.8	3	2	0.7	-2.1
Cc1cccc(C)c1NC(=O)C(c1ccccc1F)n1c(=O)c(-c2ccccc2)nc2ccccc21 (stereo not given)	-8	-3	-2.8	-0.8	-8	.	-2.9	14	-153	1.5	.
COc1ccc(-n2c(COc3ccc(C)cc3)nnc2SCC(=O)O)cc1	0	2	0.8	-0.6	-1	0.7	-1.6	3	-2	-1.4	-0.4
CC(C)CNC(=O)COc1cccc(C(=O)NCc2ccccc2)c1	-1	1	0.0	-0.5	1	-2.0	0.6	1	-6	0.0	-0.1
CC(C)CNC(=O)c1ccccc1NC(=O)c1ccc(CN2CCOCC2)cc1	5	-7	0.1	-0.8	-1	0.4	-1.0	-7	-7	0.5	-0.2
O=C(Nc1cccnc1)Nc1cccc([N+](=O)[O-])c1	1	3	2.2	-1.2	-1	1.1	6.5*	-4	1	-0.4	-1.5
CC(=O)Nc1cccc(C)c1	-8	2	-2.5	-1.2	-5	0.7	2.3	-2	-3	0.9	1.1
CCOc1cc(C2C(C(=O)OC)=C(C)N=C3SCCC(=O)N32)ccc1OC(C)=O (stereo not given)	0	-3	0.1	-1.4	-4	0.6	-1.5	-13	-12	0.5	2.0
COCCn1c(-c2ccccc2)nc2oc3cc(OC)ccc3c(=O)c2c1=O	-5	-3	5.0	-0.7	-1	-0.3	-0.7	5	-24	0.3	0.4
CCS(=O)(=O)c1ccc(N)cc1	.	.	1.4	-1.4	-3	2.1	1.9	1	-6	-0.5	1.0
C[n+]1cccc(C(=O)Nc2ccccc2)c1	0	0	-2.5	-1.5	0	-0.2	-0.2	1	1	0.3	-0.5
COC(=O)c1sccc1NC(=O)Nc1cc(C)cc(C)c1	-5	-3	4.7	-0.9	2	0.0	0.1	-1	0	1.1	3.5
CCOC(=O)C1CCCCN1Cc1cccc(OCc2ccccc2)c1 (stereo not given)	1	0	3.0	-0.3	-2	0.0	-1.9	-2	1	-0.2	0.1
O=C(c1ccccc1F)N1CCN(Cc2cccc(Cl)c2)CC1	1	2	-1.6	-2.1	-3	-1.1	-1.2	4	-1	-0.4	-2.1

2 of the compounds above, as labelled records.
CCOC(=O)C1CCCCN1Cc1cccc(OCc2ccccc2)c1 (stereo not given)
  NPR2 activator = 1 | NPR1 activator = 0 | hgDAF-12 ag = 3.0 | ssDAF-12 act = -0.3 | SMARCA2 act = -2 | DAX1 inh-1 = 0.0 | hcDAF-12 act = -1.9 | HGIII-sPLA2 inh = -2 | ADAM10 inh = 1 | DAX1 inh-2 = -0.2 | FXN GAA850 act = 0.1
O=C(c1ccccc1F)N1CCN(Cc2cccc(Cl)c2)CC1
  NPR2 activator = 1 | NPR1 activator = 2 | hgDAF-12 ag = -1.6 | ssDAF-12 act = -2.1 | SMARCA2 act = -3 | DAX1 inh-1 = -1.1 | hcDAF-12 act = -1.2 | HGIII-sPLA2 inh = 4 | ADAM10 inh = -1 | DAX1 inh-2 = -0.4 | FXN GAA850 act = -2.1

Entries above with four or more nitrogen atoms (nine):
SMILES	NPR2 activator	NPR1 activator	hgDAF-12 ag	ssDAF-12 act	SMARCA2 act	DAX1 inh-1	hcDAF-12 act	HGIII-sPLA2 inh	ADAM10 inh	DAX1 inh-2	FXN GAA850 act
CCCN(CCC)CCN1C(=O)C2C(C(=O)Nc3cccc(SC)c3)C3C=CC2(O3)C1C(=O)NC1CCCCC1 (stereo not given)	3	-1	-1.9	-0.7	2	1.2	0.4	-5	-1	0.3	-3.1
COc1cccc(/C=N/NC(=O)c2nnn(-c3nonc3N)c2-c2cccs2)c1	-3	2	2.2	-0.6	1	-0.5	-1.9	-16	4	0.2	0.8
COc1ccc(CN2C[C@@H](CO)O[C@@H](n3cnc4c(NCc5ccc(F)cc5)ncnc43)C2)cc1	1	-5	-2.4	-0.8	-2	.	-1.4	-11	-1	0.6	-0.8
Cc1ccc2oc(/N=C(\N)NC(=O)C3CC3)nc2c1	-12	-1	9.9	0.4	1	-5.8	6.6*	-5	1	-0.3	-4.0
CCCCn1c(N)c(N(CC)C(=O)c2ccc(N(C)S(=O)(=O)c3ccc(C)cc3)cc2)c(=O)[nH]c1=O	5	3	4.1	-1.3	0	2.9	0.1	-2	4	3.0	1.4
COc1ccc(CNC(=O)CSc2nnnn2C)cc1OC	0	1	-0.9	-1.8	8.5*	0.0	0.1	2	7	0.2	1.1
CCc1nnc(NC(=O)CCN2C(=O)CCC2=O)s1	1	3	0.3	-1.3	2	-1.7	-1.8	11	-3	1.1	0.6
CCCCN(CCCNC(=O)Cn1nc(CC)n2c(cc3sc(C)cc32)c1=O)Cc1ccccc1	-4	-7	5.3	-0.6	-1	1.2	0.1	-10	1	1.6	-0.6
O=C(Nc1cccnc1)Nc1cccc([N+](=O)[O-])c1	1	3	2.2	-1.2	-1	1.1	6.5*	-4	1	-0.4	-1.5
